High-throughput results as filed in PubChem.
NPYLR7 agonist: activates Aedes aegypti NPYLR7 receptor; 0.15% of 270,000 active; activation, % at 10 µM; HEK293T NPYLR7/Galpha15, GCaMP6s calcium fluorescence; AID 1259423; in the data active means activation above about 40%;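 further: 0% = vehicle and 100% = reference agonist at the receptor; some compounds past the cut are filed as inactive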
mcGAS inh: inhibitors of mouse cGAS; Q8C6L5; recombinant cGAS, Kinase-Glo ATP depletion luminescence; inhibition, % at 12.5 µM; 0.15% of 160,000 active; AID 1259399;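 further: 0% = negative control wells and 100% = reference inhibitor with no enzyme activity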
hcGAS inh: human cGAS inhibition | Q8N884 | recombinant h-cGAS, ATP depletion, Kinase-Glo luminescence | inhibition, % at 12.5 µM | 0.081% of 290,000 active | AID 1259398;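 further: 0% = vehicle reaction and 100% = reaction without DNA for no activity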
Target sequence (Q8N884 whole entry, looked up): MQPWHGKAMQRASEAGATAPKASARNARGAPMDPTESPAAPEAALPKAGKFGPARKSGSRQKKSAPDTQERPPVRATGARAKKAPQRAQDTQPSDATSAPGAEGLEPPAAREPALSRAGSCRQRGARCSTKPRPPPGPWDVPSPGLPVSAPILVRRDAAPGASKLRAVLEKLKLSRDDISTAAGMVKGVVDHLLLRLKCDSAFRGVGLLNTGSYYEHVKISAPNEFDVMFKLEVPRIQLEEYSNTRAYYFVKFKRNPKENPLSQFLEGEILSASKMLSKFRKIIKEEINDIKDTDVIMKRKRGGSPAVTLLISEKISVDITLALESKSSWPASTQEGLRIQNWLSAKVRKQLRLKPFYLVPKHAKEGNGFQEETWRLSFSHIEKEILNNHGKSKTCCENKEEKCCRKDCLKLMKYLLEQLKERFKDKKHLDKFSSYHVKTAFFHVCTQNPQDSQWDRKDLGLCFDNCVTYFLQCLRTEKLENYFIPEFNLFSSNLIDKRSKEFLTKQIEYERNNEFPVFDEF
Active calls of the source: *; nt = not tested or not shown; & = joins results of further samples. Unless noted, no stated cut-off is given here; in the data, active means inhibition above about 40%; inactive means the rest.

SMILES	NPYLR7 agonist	mcGAS inh	hcGAS inh
COC(=O)CCCC(=O)N1CCN(c2nc3nccc(-c4cccs4)n3n2)CC1	1.0	2.8	0.9
Cc1ccc(C(=O)c2nc3c(n2O)CCCC3)cc1	10.0	nt	-6.8
CC(C)N(C)S(=O)(=O)c1ccc(Cl)c(C(=O)N2CCC(N3CCNC3=O)CC2)c1	1.5	-10.6	-3.7
Cc1cc(C)n(CC(C)NCc2ccc(-n3cncn3)cc2)n1 (stereo unspecified)	12.2	nt	-3.9
FC(F)(F)c1cccc(C2c3cccn3CCCN2Cc2cccc(Oc3ccccc3)c2)c1 (stereo unspecified)	-15.0	0.4	-3.1
CCC(CO)N(Cc1cccnc1)C(=O)Cc1ccc(O)c(Cl)c1 (stereo unspecified)	11.2	nt	-6.1
Cc1c2c(n(Cc3cccc(F)c3)c1C(=O)NCc1cccc(C(F)(F)F)c1)CCCC2	-1.9	-7.1	-6.2
NS(=O)(=O)c1cccc(S(=O)(=O)N2CCC(c3ncc[nH]3)CC2)c1	6.8	nt	-6.0
CC(=O)N1CCN(c2ncnc3c2oc2ccccc23)CC1	-1.7	0.0	3.4
O=C(CN1CCS(=O)(=O)CC1)OCc1cccc(F)c1	14.7	-15.3	-7.8
COc1ccc(NC(=O)c2nnc(CN3C4CCC3CC(=O)NC4)s2)cc1 (stereo unspecified)	0.4	nt	-10.0
CCOC(=O)C1=C(C)N(C)C(=O)NC1c1ccccc1OC (stereo unspecified)	-5.0	nt	-3.2
COC(=O)CSc1nc(NC(C)=O)nc(C)c1Br	0.6	-4.4	-5.1
COCCN(CC(=O)N1CCc2sccc2C1c1ccc(Cl)cc1Cl)C(=O)c1cccc(C(F)(F)F)c1 (stereo unspecified)	nt	-5.5	-9.0
O=C(O)C1C2CCC(C2)C1C(=O)Nc1nncs1 (stereo unspecified)	1.0	-7.8	-3.7
Cc1nc2n(n1)C(=O)C(C(c1ccc(Cl)cc1)N1CCc3ccccc3C1)S2 (stereo unspecified)	-4.8	nt	-8.2
CC1CC1C(=O)Nc1ccc(F)cc1C(=O)N1CCC(n2cccc2)CC1 (stereo unspecified)	11.2	nt	-8.2
Cc1cc(C)cc(N(C(C)C(=O)O)S(C)(=O)=O)c1 (stereo unspecified)	3.9	-7.4	-5.0
C=CCn1cc(CN2CCC(NC(C)=O)CC2)c(C)n1	2.9	-4.6	-2.0
Cc1ccc(S(=O)(=O)N(C)Cc2c(C)nn(-c3ccccc3)c2C)c(C)c1	13.1	nt	5.1

Six compounds picked at random from the list so far, as already listed:
SMILES	NPYLR7 agonist	mcGAS inh	hcGAS inh
Cc1cc(C)n(CC(C)NCc2ccc(-n3cncn3)cc2)n1 (stereo unspecified)	12.2	nt	-3.9
CC(=O)N1CCN(c2ncnc3c2oc2ccccc23)CC1	-1.7	0.0	3.4
Cc1nc2n(n1)C(=O)C(C(c1ccc(Cl)cc1)N1CCc3ccccc3C1)S2 (stereo unspecified)	-4.8	nt	-8.2
COCCN(CC(=O)N1CCc2sccc2C1c1ccc(Cl)cc1Cl)C(=O)c1cccc(C(F)(F)F)c1 (stereo unspecified)	nt	-5.5	-9.0
O=C(CN1CCS(=O)(=O)CC1)OCc1cccc(F)c1	14.7	-15.3	-7.8
Cc1cc(C)cc(N(C(C)C(=O)O)S(C)(=O)=O)c1 (stereo unspecified)	3.9	-7.4	-5.0

(further entries)
SMILES	NPYLR7 agonist	mcGAS inh	hcGAS inh
CN(Cc1ccon1)Cc1cn(Cc2ccccc2)nc1-c1cc2ccccc2o1	2.3	-10.0	-3.9
O=C(NN(C(=O)c1ccc([N+](=O)[O-])cc1Br)c1ccc([N+](=O)[O-])cc1)c1ccccc1	-5.5	-3.0	1.7
CCCC(C)C(=O)N1CCn2nc(C(=O)OC)cc2C1 (stereo unspecified)	-2.2	0.0	-0.8
CC(C)c1cnc(NS(=O)(=O)c2ncn(C)c2Cl)s1	2.9	nt	-5.7&0.7
CC(=O)c1ccc(C(=O)N(Cc2ccncc2)c2nc3c(C)c(Cl)ccc3s2)cc1	-3.6	-8.6	-9.9
Cc1ccc(N2C(=O)CC(N3CCCN(C)CC3)C2=O)cc1 (stereo unspecified)	-6.4	-3.9	-6.1
Cc1noc(COCC(=O)N(CC(F)(F)F)C2CCCC2)n1	2.3	nt	-14.4
CCOC(=O)c1nn(-c2ccc(F)cc2)c(=O)cc1N1CCCc2ccccc21	5.2	nt	-2.7
CCN(Cc1ccc(N(C)C)cc1)S(=O)(=O)N1CCOCC1	18.0	-17.7	-7.9
CN(Cc1ccc(Cl)cc1Cl)C(=O)c1ccc(S(=O)(=O)NC2CC2)cc1	-5.2	-2.8	-0.6
O=C(OCC(=O)N1CCOC(c2ccc(F)cc2)C1)c1cc2c(s1)CCC2 (stereo unspecified)	10.2	nt	-7.9
CNc1nc(-c2cn(CCC#N)c3ccccc23)cs1	4.5	nt	-4.2
CCOC(=O)C1(CCc2ccccc2)CCN(C(=O)C2CCOC2)CC1 (stereo unspecified)	0.4	-8.4	-8.4
CC(C)Cn1c2ccccc2c2nc3ccccc3nc21	6.2	nt	-4.3
CCc1ccccc1NC(=O)c1cccc(NC(=O)[C@H](C)NC(C)=O)c1	nt	-11.9	-9.3

Whole records, looked up by structure. Values in the order: NPYLR7 agonist, mcGAS inh, hcGAS inh
Entry for CCOC(=O)c1nn(-c2ccc(F)cc2)c(=O)cc1N1CCCc2ccccc21 : 5.2, nt, -2.7
Entry for CCOC(=O)C1(CCc2ccccc2)CCN(C(=O)C2CCOC2)CC1 (stereo unspecified) : 0.4, -8.4, -8.4
Entry for CC(C)Cn1c2ccccc2c2nc3ccccc3nc21 : 6.2, nt, -4.3
Entry for CC(=O)c1ccc(C(=O)N(Cc2ccncc2)c2nc3c(C)c(Cl)ccc3s2)cc1 : -3.6, -8.6, -9.9
Entry for O=C(NN(C(=O)c1ccc([N+](=O)[O-])cc1Br)c1ccc([N+](=O)[O-])cc1)c1ccccc1 : -5.5, -3.0, 1.7

Rows were taken by chance. Share with any hit: about 0.29%.
